# NCI-60 one-dose screen, 48 h, at 10 µM unless noted. Numbers give growth in % (100 = growth as untreated, 0 = no growth, -100 = all killed).
# BT-549 = BT-549 breast cancer; 78,000 tested, 4.4% active; AID 1794793
# T-47D = T-47D breast cancer. 79,000 tested, 5% active
# SK-MEL-2 = SK-MEL-2 melanoma; 77,000 tested, 4.7% active
# SK-MEL-28 = SK-MEL-28 melanoma; AID 1794761; 81,000 tested, 4.1% active
# UACC-62 = UACC-62 melanoma; 81,000 tested, 5.4% active; AID 1794756
# UACC-257 = UACC-257 melanoma; 78,000 tested, 4.4% active; AID 1794764
# MALME-3M = MALME-3M melanoma; 78,000 tested, 5.8% active; AID 1794766
# HS 578T = HS 578T breast cancer; 78,000 tested, 4.1% active; AID 1794788
# Active calls of the source: *; . = no result given; & = joins results of further samples; [ ] = another dose, or the depositor's remark. How the source made its calls: active means growth percent below 10; inactive means the rest.
SMILES,BT-549,T-47D,SK-MEL-2,SK-MEL-28,UACC-62,UACC-257,MALME-3M,HS 578T
Cc1ccc(S(=O)(=O)Oc2ccc3sc4c(CO)ccc(NCCN(C)C)c4c(=O)c3c2)cc1,-91*[100 µM],-52*[100 µM],-87*[100 µM],-85*[100 µM],-96*[100 µM],-82*[100 µM],-90*[100 µM],-44*[100 µM]
Cc1nn(-c2ccccc2)c(N2CCCC2)c1/C=N/N=c1\sc2ccccc2n1C,65,82,104,63,33,87,82,79
CCCCCCCCCCCCCCCCCC1=NC(C)(CO)CO1 (centres undefined),93,88,91,109,87,.,91,93
O=C(CN1C(=O)c2ccccc2C1=O)N1CCOCC1,112,93,89,105,100,104,105,111
C[N+](C)([O-])Cc1ccccc1,.,109,116,.,101,96,109,107
CCCCNC(=O)Oc1ccc(/C(=C(/CC)Cc2ccccc2)c2ccc(OCCN3CCOCC3)cc2)cc1,85,48,81,101,84,89,105,80
CC(=O)Nc1ccc(S(=O)(=O)/N=S(\C)c2ccc(C)cc2)cc1 (centres undefined),104,94,111,106,100,93,79,111
Cc1ccc(-n2cc(-c3ccccc3)c3c(SCC(=O)n4[nH]c(N)cc4=O)ncnc32)cc1,98,88,98,104,83,86,103,115
Cc1cc(/C=C2\SC(=Nc3ccccc3)N(C3CCCC3)C2=O)c(C)n1-c1ccc(Cl)cc1,-58*,-49*,-77*,-70*,-56*,-71*,-73*,-13*
O=S(=O)(NCCNc1nccc(-c2c(-c3cccc(F)c3)nc3sccn23)n1)c1ccc(Br)cc1,63,31,72,69,36,82,71,64
O=C(c1ccc([N+](=O)[O-])cc1)c1ccccn1,97,108,110,112,103,95,116,85
CCCCCN1C(=O)/C(=c2\sc3n(c2=O)C2C(NN=3)N(CC)C(=O)N2CC)c2cccc(C)c21 (centres undefined),68,44,97,62,35,80,52,34
NS(=O)(=O)c1ccc(-n2nccc2-c2cc3ccccc3oc2=O)cc1,121,107,101,108,96,108,99,95
COc1cc(/C=C/C(=O)c2nnn(-c3ccc([N+](=O)[O-])cc3)c2C)ccc1O,100,107,110,103,93,104,114,95
Cc1[nH]c2ccccc2c1C(C[N+](=O)[O-])c1ccco1 (centres undefined),89,86,103,97,92,96,100,82
c1ccc(-c2nc[nH]c2-c2ccccc2)cc1,95,92,121,106,104,126,179,102
CCc1ccccc1C(=O)N(CC)CC,102,93,123,102,100,103,102,110
Cc1ccc2c(c1)Oc1nc(N)c(C#N)c(N)c1C2Sc1ccc(F)cc1 (centres undefined),-88*,-47*,-75*,-99*,-94*,-94*,-92*,-38*
OC1OCC(COc2cc(Cl)c(Cl)cc2Cl)OC1O (centres undefined),93,66,102,113,99,74,98,105
Cc1ccccc1NC(=O)CSC(N)=O,74,123,103,111,95,91,123,118
CN1CCN(Cc2cc(C(=O)/C=C/c3c[nH]c4ccccc34)ccc2O)CC1,106,97,107,109,110,101,95,126
CCCC(C)C(=O)OC1CCCCC1 (centres undefined),123,117,139,125,98,108,114,113
CCCCn1c(=N)c(S(=O)(=O)c2ccccc2)cc2c(=O)n3ccccc3nc21,98,84,107,109,86,104,114,106
COc1ccc(-c2nc3sc4c(c3c(=O)[nH]2)CCCCCC4)cc1,75,64,40,62,25,64,8.2*,58
O=S1c2ccccc2Sc2ccccc21,101,94,102,108,93,95,102,107
COCC1OC(OC2(COC)OC(COC)C(OC)C2OC)C(OC)C(OC)C1OC (centres undefined),101,98,103,97,96,109,111,117
CN1C(=O)N(C)C2Nn3c(s/c(=C\c4cccc([N+](=O)[O-])c4)c3=O)=NC21 (centres undefined),101,98,108,97,86,89,93,90
COc1ccc(-c2ccc3cnc4sc(-c5ccc(OC)cc5)nc4c3n2)cc1,108,76,96,107,99,106,111,94
COc1cc(/C(=C2/O[C@@H]([C@H](O)CO)[C@H]3OC(C)(C)O[C@@H]23)c2cccc(N)c2)cc(OC)c1OC,108,112,.,.,92,105,109,.
CNc1cc2nc3cc(NC)c(C)cc3cc2cc1C,21,7.9*,48,46,46,29,41,13

# Single records, as listed above. Screens in order: BT-549	T-47D	SK-MEL-2	SK-MEL-28	UACC-62	UACC-257	MALME-3M	HS 578T
# Record of COc1ccc(-c2ccc3cnc4sc(-c5ccc(OC)cc5)nc4c3n2)cc1 → 108	76	96	107	99	106	111	94
# Record of COc1cc(/C(=C2/O[C@@H]([C@H](O)CO)[C@H]3OC(C)(C)O[C@@H]23)c2cccc(N)c2)cc(OC)c1OC → 108	112	.	.	92	105	109	.

# Later entries:
SMILES,BT-549,T-47D,SK-MEL-2,SK-MEL-28,UACC-62,UACC-257,MALME-3M,HS 578T
CC1(C)CC[C@]2(COCCC#N)CC[C@]3(C)C(=CC[C@@H]4[C@@]5(C)Cc6c([nH]c7ccccc67)C(C)(C)[C@@H]5CC[C@]43C)[C@@H]2C1,94,79,100,100,95,102,106,109
O=C(O)c1c[nH]c(=O)c([N+](=O)[O-])c1,112,113,112,113,98,84,114,108
Cc1cc(=O)[nH]c(N/N=C/c2ccc(N(C)C)cc2)n1,108,103,112,109,121,113,.,113
CC(c1ccccc1)C(C)(C)O (centres undefined),84,100,111,106,111,99,105,132
CC(C)c1ccc(-c2nc3ccccc3s2)cc1,119,102,.,87,98,119,111,115
Cc1ccc(O)cc1Nc1nc(SCCN2CCOCC2)nc2c1cnn2CC(Cl)c1ccc(Br)cc1 (centres undefined),.,-2.5*,-36*,17,16,18,1.0*,-26*
Nc1ccccc1SC(CC(=O)c1ccccc1)c1ccc([N+](=O)[O-])cc1 (centres undefined),86&84,78&93,87&137,100&94,84&91,87&107,75&112,105&103
OCc1cnccc1NCC1CCCCC1,103,92,96,107,100,96,104,111
O=C(O)/C(=C\c1ccccc1[N+](=O)[O-])c1ccccc1,106,100,122,112,86,94,117,125
C/C=C1\C(OS(=O)(=O)O)CC2C3CCC4=CC(=O)CCC4(C)C3CCC12C (centres undefined),101,84,127,112,81,118,95,84
C/C(=N\NC(=S)Nc1cccc(Cl)c1Cl)c1sc(Nc2ccccc2)nc1C,110,86,103,106,93,111,128,102
Cn1c(=O)[nH]c2c(cnn2C)c1=O,.,112,98,106,106,103,.,101
C=C(C)CCCC(C)C(O)C=O (centres undefined),89,.,95,108,106,98,91,106
O=c1[nH]nc(-c2ccc[nH]2)[nH]1,134,101,95,103,109,117,97,111
O=C(c1ccccc1)c1c(/C=C/c2ccccc2)c2ccccc2[nH]c1=O,92,93,93,113,70,96,98,89
COc1cc(-c2nn(-c3ccccc3)cc2-c2ccnc(NCCCNS(=O)(=O)c3cccc(F)c3)n2)ccc1Cl,97,64,93,105,67,.,102,77
CCc1cccc(NC(=O)CNc2cc(S(=O)(=O)N(C)C)cc(C)c2C)c1,97,89,102,100,72,101,106,97
COC(=O)[C@H](Cc1ccc(O)cc1)n1cc(COc2nc(Cl)nc(N3CCOCC3)n2)nn1,112,106,106,112,102,101,111,114
CC1(C)NCCC[C@]2(C)[C@H]3CC(=O)[C@H]4[C@@H]5C[C@](C)(CO)CC[C@]5(C)CC[C@@]4(C)[C@]3(C)CC[C@@H]12,103,88,100,105,98,114,102,99
COC(=O)[C@@]1(C)CC[C@]2(C)CC[C@]3(C)C(=CC(=O)[C@@H]4[C@@]5(C)Cc6c(n(CC#CCN7CCN(C)CC7)c7ccccc67)C(C)(C)[C@@H]5CC[C@]43C)[C@@H]2C1,91,85,101,105,98,106,115,88
Cc1ccc(-c2nn(-c3ccccc3)cc2/C=C/C(=O)c2ccc(NC(=O)CCCCCCC(=O)NO)cc2)cc1,108,59,88,89,53,82,122,47
COc1cc(C2=NN(C(C)=O)C(c3cccc(Nc4ccnc5cc(C(F)(F)F)ccc45)c3)C2)cc(OC)c1OC (centres undefined),46,40,81,67,69,79,79,77
ON=C(CCc1ccccc1)CCc1ccccc1,106,98,99,114,98,95,106,109
NS(=O)(=O)c1ccc(C(=O)NN2C(=O)c3nccnc3C2=O)cc1,109,95,109,114,100,96,103,102
O=C(Nc1ncnc2nc[nH]c12)c1ccccc1,.,91,118,109,103,.,123,95
Cc1ccc(C2CC(c3ccccc3)=NN2C(=O)c2ccc(S(N)(=O)=O)cc2)cc1 (centres undefined),97,90,98,99,90,98,91,75
O=c1c2cccc(F)c2sc2c(N3CCNCC3)nc3ccccc3c12,74,36,95,69,54,9.0*,53,35
CCOC(=O)c1sc2ncnc(Nc3ccc(OCc4cccc(F)c4)c(Cl)c3)c2c1C,96,88,85,98,95,94,101,85
N/N=C(\CCNc1ccc(S(N)(=O)=O)cc1)c1ccccc1,101,86,103,110,98,97,104,97
C/C=C/C=C/C(=O)OCC,108,103,108,104,98,105,107,110
O=c1[nH][n+](-c2[nH]ncc2[N+](=O)[O-])no1,102,104,106,106,99,103,103,101
COc1ccc(/C=N/NC(=O)c2cnn(CC(O)Cc3ccccc3)c2N)cc1OC1CCCC1 (centres undefined),76,.,108,107,83,110,99,79
Cc1cccc(-c2nnc(SCC(=O)Nc3ncc(Cc4ccccc4)s3)n2N2C(=O)CSC2=S)c1,78,44,76,51,20,64,21,1.2*
COC(=O)c1cc(-c2ccc(OC)cc2)[nH]c1NNC(C)=O,91,108,75,121,138,105,100,129
Cc1cc(NS(=O)(=O)c2ccc3ncc(C(N)=O)c(Nc4ccc(Cl)cc4)c3c2)no1,106,95,107,112,92,102,108,102
Cc1ccc(CSc2nc(-c3ccc(F)cc3)c(C#N)c(N3CCN(C)CC3)n2)cc1,89,82,111,91,87,96,88,69
O=C(CCN1CCCCC1)c1ccc(Cl)cc1,.,93,104,108,103,108,105,108
CCCC/C=C\C/C=C\CCCCCCCCc1nc(-c2cc(OC)c(OC)c(OC)c2)no1,111,84,97,99,78,100,96,95
COc1ccc(/C=N/NC(N)=S)cc1S(=O)(=O)O,104,107,103,103,106,95,104,96
O=C(NC1C(O)OC(CO)C(O)C1O)NS(=O)(=O)c1ccc(CCNC(=O)c2ccc(Cl)cc2Cl)cc1 (centres undefined),126,108,100,108,105,105,111,108
COc1ccc(C2CC(=O)c3c(O)cc(OC4OC(COC5OC(C)C(O)C(O)C5O)C(O)C(O)C4O)cc3O2)cc1O (centres undefined),.,121,-1.9*,124,111,96,96,106
CC(=O)OCc1ncccc1OC(C)=O,99,90,102,129,96,99,101,94
COc1ccc(-n2nc(NC(=O)c3ccccc3)c(-c3ccccc3)n2)cc1,109,86,102,118,76,99,95,111
O=C1C(=O)N(CCCCn2cc(COc3ccc4ccc(=O)oc4c3)nn2)c2ccccc21,106,96,101,113,93,110,99,99
NC(=O)CC1(O)C=C(Br)C(=O)C(Br)=C1,29,31,.,22,108,81,-34*,.

# A portion from the list above:
SMILES,BT-549,T-47D,SK-MEL-2,SK-MEL-28,UACC-62,UACC-257,MALME-3M,HS 578T
Cc1cc(NS(=O)(=O)c2ccc3ncc(C(N)=O)c(Nc4ccc(Cl)cc4)c3c2)no1,106,95,107,112,92,102,108,102
Cc1ccc(CSc2nc(-c3ccc(F)cc3)c(C#N)c(N3CCN(C)CC3)n2)cc1,89,82,111,91,87,96,88,69
O=C(CCN1CCCCC1)c1ccc(Cl)cc1,.,93,104,108,103,108,105,108
CCCC/C=C\C/C=C\CCCCCCCCc1nc(-c2cc(OC)c(OC)c(OC)c2)no1,111,84,97,99,78,100,96,95
COc1ccc(/C=N/NC(N)=S)cc1S(=O)(=O)O,104,107,103,103,106,95,104,96
O=C(NC1C(O)OC(CO)C(O)C1O)NS(=O)(=O)c1ccc(CCNC(=O)c2ccc(Cl)cc2Cl)cc1 (centres undefined),126,108,100,108,105,105,111,108
COc1ccc(C2CC(=O)c3c(O)cc(OC4OC(COC5OC(C)C(O)C(O)C5O)C(O)C(O)C4O)cc3O2)cc1O (centres undefined),.,121,-1.9*,124,111,96,96,106
CC(=O)OCc1ncccc1OC(C)=O,99,90,102,129,96,99,101,94
COc1ccc(-n2nc(NC(=O)c3ccccc3)c(-c3ccccc3)n2)cc1,109,86,102,118,76,99,95,111
O=C1C(=O)N(CCCCn2cc(COc3ccc4ccc(=O)oc4c3)nn2)c2ccccc21,106,96,101,113,93,110,99,99
NC(=O)CC1(O)C=C(Br)C(=O)C(Br)=C1,29,31,.,22,108,81,-34*,.

# The results go on:
SMILES,BT-549,T-47D,SK-MEL-2,SK-MEL-28,UACC-62,UACC-257,MALME-3M,HS 578T
CCN(CC)CC(CN(CC)CC)OC(=O)c1ccc(N)cc1,100,87,114,99,104,104,93,116
c1ccc2c(-c3cccc4ccccc34)cccc2c1,102,87,97,103,95,97,102,102
COc1c2occc2c(OC)c2c(=O)cc(C)oc12,96,108,109,121,100,113,104,122
O=C(OCCOCCOC(=O)N1CCOCC1)N1CCOCC1,101,98,108,103,102,106,109,88
COc1ccc2c(c1)c(-c1nc(-c3c[nH]c4ncccc34)cs1)cn2CCO,42,23,49,79,58,91,76,34
c1ccc(-c2noc3ncnc(NCCc4c[nH]c5ccccc45)c23)cc1,82,89,94,84,67,95,101,79
CC1(C)CC[C@]2(C(=O)N3CCOCC3)CC[C@]3(C)C(=CC[C@@H]4[C@@]5(C)Cc6c(n(CC#CCN7CCNCC7)c7ccccc67)C(C)(C)[C@@H]5CC[C@]43C)[C@@H]2C1,103,105,112,113,97,104,105,102
COc1ccc(-c2cc(-c3cn(-c4ccccc4)nc3-c3ccc(OCc4ccccc4)cc3)c(C#N)c(=O)o2)cc1,100,80,99,94,89,103,104,98
Cc1ccc(S(=O)(=O)Nc2ccccc2C(=O)O)cc1,111,90,96,111,100,93,102,104
COc1cc2ncnc(Sc3nnc(NC(=O)c4ccccc4)s3)c2cc1OC,95,95,98,100,89,.,81,91
O=C(/C=C/c1ccc(Cl)cc1)c1ccc(O)c(CN2CCN(c3cc4c(cc3F)c(=O)c(C(=O)O)cn4C3CC3)CC2)c1,46,53,69,62,38,90,60,47
C/C(Cc1ccc(Cl)cc1)=C(\c1ccc(OCCN2CCCCCC2)cc1)c1ccc(OC(=O)c2ccccc2)cc1,56,46,77,-1.9*,-3.4*,45,12,56
CCc1c(C(=O)NCc2cccc(Cl)c2)[nH]c(C)c1C(C)=O,96,71,98,.,.,.,97,110
